From PubChem
PvdQ acylase – blocks Pseudomonas aeruginosa PvdQ acylase activity; purified PvdQ acylase, fluorescence plate reader; inhibition, % at 10 µM; 340,000 compounds, 0.063% hits; in the data active means inhibition above about 30%, passing the limit was not always enough;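 further: 0% = vehicle neutral wells and 100% = reference inhibitor wells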
DAGLB inh – blocks human DAGLB lipase activity; Q8NCG7; HEK293T DAGLB membrane lysate, EnzChek fluorogenic substrate; inhibition, % at 5.17 µM; AID 504411; 340,000 compounds, 0.059% hits; in the data active means inhibition above about 34%;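 further: 0% = enzyme with vehicle and 100% = wells lacking enzyme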
NSD2 HMT inh – blocks human histone methyltransferase NSD2. O96028. NSD2 peptide methylation, AlphaScreen, 120 min. inhibition, % at 12.5 µM. 310,000 compounds, 0.54% hits; in the data active means inhibition above about 50%
Target sequence (O96028 whole entry, looked up): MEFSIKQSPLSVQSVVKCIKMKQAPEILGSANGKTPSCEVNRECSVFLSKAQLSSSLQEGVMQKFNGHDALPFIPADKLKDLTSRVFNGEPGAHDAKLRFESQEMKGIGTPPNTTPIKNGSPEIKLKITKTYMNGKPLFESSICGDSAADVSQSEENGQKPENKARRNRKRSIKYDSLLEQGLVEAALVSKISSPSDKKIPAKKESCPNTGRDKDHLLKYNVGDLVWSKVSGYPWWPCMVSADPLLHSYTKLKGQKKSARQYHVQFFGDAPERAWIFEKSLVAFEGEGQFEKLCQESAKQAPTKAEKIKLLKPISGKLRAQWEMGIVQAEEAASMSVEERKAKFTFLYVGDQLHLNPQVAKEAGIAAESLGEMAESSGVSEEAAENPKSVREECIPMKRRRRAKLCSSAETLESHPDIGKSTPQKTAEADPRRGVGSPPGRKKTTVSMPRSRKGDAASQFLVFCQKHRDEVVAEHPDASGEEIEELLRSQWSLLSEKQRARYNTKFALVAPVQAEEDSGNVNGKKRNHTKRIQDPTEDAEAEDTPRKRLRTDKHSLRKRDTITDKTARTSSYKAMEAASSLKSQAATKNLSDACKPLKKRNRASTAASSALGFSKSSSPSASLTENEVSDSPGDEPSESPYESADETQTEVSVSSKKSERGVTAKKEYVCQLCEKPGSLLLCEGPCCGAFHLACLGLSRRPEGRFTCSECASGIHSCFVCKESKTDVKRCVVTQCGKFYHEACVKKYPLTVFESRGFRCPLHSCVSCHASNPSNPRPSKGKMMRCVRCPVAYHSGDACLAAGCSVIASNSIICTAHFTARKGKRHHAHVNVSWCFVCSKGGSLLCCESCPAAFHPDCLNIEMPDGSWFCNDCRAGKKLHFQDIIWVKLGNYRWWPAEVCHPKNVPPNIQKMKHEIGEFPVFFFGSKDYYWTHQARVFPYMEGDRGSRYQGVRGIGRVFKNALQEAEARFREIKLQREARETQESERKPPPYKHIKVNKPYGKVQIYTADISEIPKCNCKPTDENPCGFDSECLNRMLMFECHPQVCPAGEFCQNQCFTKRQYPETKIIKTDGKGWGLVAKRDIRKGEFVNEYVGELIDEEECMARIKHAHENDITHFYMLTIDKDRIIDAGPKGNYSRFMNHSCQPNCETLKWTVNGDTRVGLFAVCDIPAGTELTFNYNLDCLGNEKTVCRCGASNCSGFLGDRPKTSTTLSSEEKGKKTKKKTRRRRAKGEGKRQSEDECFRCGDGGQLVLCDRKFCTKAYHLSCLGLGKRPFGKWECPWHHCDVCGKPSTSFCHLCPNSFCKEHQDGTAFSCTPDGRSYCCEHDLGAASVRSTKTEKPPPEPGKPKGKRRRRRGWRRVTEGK
SR-BI DiI inh – mouse SR-BI HDL lipid transfer inhibition. ldlA[mSR-BI] CHO cells, DiI-HDL uptake fluorescence, 3 h. inhibition, % at 12.5 µM. 320,000 compounds, 0.96% hits. AID 488896;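 active means mean replicate inhibition of at least 70% and a set share of replicates each scoring 70 or more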;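 further: 0% = median of neutral control wells and 100% = median of positive control wells; values of inactives mirror those of a sister screen read the other way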
SR-BI DiI-HDL act – activators of SR-BI mediated HDL lipid uptake | 320,000 compounds, 0.096% hits | CHO ldlA[mSR-BI] cells, DiI-HDL uptake fluorescence, 3 h; 100 = double the neutral-control signal | activation, % at 12.5 µM | AID 504775;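 active means mean replicate activation of at least 60% and every replicate at or above 60%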;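 further: 0% = median plate neutral-control signal and 100% = twice that signal; values of inactives mirror those of a sister screen read the other way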
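Material – SR-BI-overexpressing, LDLR-lacking CHO cells · Medium – BSA-supplemented, HEPES-buffered Ham's F12, pH 7.4 · Doses – single concentration · Times – compound with DiI-HDL co-incubation, 3 h at 37 °C · Measured by – bottom-read fluorescence, 550/595 nm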
RTF Ca sens inh – cardiac RTF calcium desensitization; P19429+P45379; IANBD-labeled cardiac RTF, Ca2+ fluorescence; inhibition, % at 7.15 µM; 340,000 compounds, 0.12% hits; AID 493244;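 active means inhibition above the mean inhibition of all tested compounds plus 3 SD, cut at about 17% in these data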;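 further: assay run at fixed EC70 calcium of 1.6 mM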
Arrestin-AP2 inh – human beta-arrestin and AP2 interaction inhibition | FITC-arrestin peptide / GST-AP2 beads, flow cytometry; AP2 beta2 appendage carries R879A mutation | 340,000 compounds, 0.31% hits | inhibition, % at 10 µM;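 active means inhibition above a set limit, near 3 SD of compounds lacking own fluorescence, cut at about 54% in these data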;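 further: plate controls were DMSO wells for no effect and 5 µM unlabelled arrestin peptide for full effect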
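System: GST-AP2 R879A glutathione beads | Also added: FITC-arrestin peptide, 50 nM | Times: 12 min plus 1 h, RT | Signal: Bead flow cytometry, FITC channel | Buffer or medium: PBS with 0.05% Tween 20 and 0.1% BSA | Read-out basis: Percent drop in bead-associated FITC signal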
LANA DNA inh – blocks KSHV LANA C-terminal domain binding to DNA. MBP-C-LANA/FAM-LBS DNA binding, fluorescence polarization. inhibition, % at 9 µM. 340,000 compounds, 0.078% hits. AID 504423;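 active means highest replicate inhibition at or above 60% at 9 µM, even if other replicates fall short; inactive means all replicates below 60% inhibition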;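 further: 0% = neutral control wells and 100% = 4 µM acridine orange control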
Keap1 Nrf2 FP – disrupts human Keap1 binding to Nrf2 peptide. Q14145. Keap1 Kelch-Nrf2 peptide fluorescence polarization, 1536-well. inhibition, % at 9.4 µM. 340,000 compounds, 0.15% hits. AID 504523; in the data active means inhibition above about 12%;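 further: human Keap1 Kelch domain with fluorescein labeled Nrf2 9mer peptide probe; 0% = neutral control wells and 100% = peptide positive control; higher means more block of Keap1 binding to Nrf2 peptide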
PKA-R2B activ – PKA-R2B complex activation; P22694+P31323; PKA-R2B holoenzyme dissociation, Cy5-IP20 fluorescence polarization; R2B truncated from residue 108, S112A mutant; 0% DMSO only, 100% 113 µM cGMP; activation, % at 11.4 µM; 340,000 compounds, 0.079% hits; AID 504700;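 active means activation above a cutoff set at the mean over all compounds plus 3 SD, cut at about 18% in these data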;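 further: higher means more holoenzyme dissociation and a rise in polarization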
* hit, by the source's call; / = not tested or not shown.

[1] CCc1cccc(CC)c1NC(=S)N1CCn2cccc2C1c1cccnc1 (stereo not drawn)
[2] Cn1c(=O)c2[nH]c(CCNC(=O)c3ccccc3)nc2n(C)c1=O
[3] O=C1CCC([N+](=O)[O-])C(c2ccc3c(c2)OCO3)N1 (stereo not drawn)
[4] O=C(COC(=O)c1ccc(Cl)c([N+](=O)[O-])c1)Nc1ccccc1OC(F)F
[5] COc1ccc(CC(=O)OCCc2cc3cc(OC)c(OC)cc3c(=O)o2)cc1
[6] O=C(Nc1ccc(Cl)cc1)C1CCCN(S(=O)(=O)c2cnc[nH]2)C1 (stereo not drawn)
entry no. | 1 | 2 | 3 | 4 | 5 | 6
PvdQ acylase | -7 | -1 | -15 | -5 | 6 | -25
DAGLB inh | 0 | 0 | -2 | -4 | 0 | 0
NSD2 HMT inh | 1 | 2 | 4 | -3 | / | /
SR-BI DiI inh | 14 | -16 | -16 | -8 | 0 | -1
SR-BI DiI-HDL act | -14 | 16 | 16 | 8 | 0 | 1
RTF Ca sens inh | -1 | 0 | -1 | 8 | 1 | -9
Arrestin-AP2 inh | 0 | -6 | 2 | 3 | 6 | -3
LANA DNA inh | 1.0 | 3.1 | -0.9 | 1.4 | 9.2 | -0.7
Keap1 Nrf2 FP | -3 | 4 | -5 | -3 | -6 | -6
PKA-R2B activ | -11 | 0 | -5 | -6 | -7 | -2

[7] CCOc1ccccc1-n1c(SCC(N)=O)nnc1-c1ccc(O)cc1
[8] CCOC(=O)c1c(C2CC2)csc1NC(=O)COC(=O)CCS(=O)(=O)c1ccc(C)cc1
[9] CN(c1ccccc1)S(=O)(=O)c1ccc2[nH]c(=O)oc2c1
[10] CCN(C(=O)N1CCOCC1)c1ccccc1C
[11] Cc1nc(N/C(N)=N/S(=O)(=O)c2ccccc2)nc2ccccc12
[12] Oc1ccccc1-c1nnc(COc2ccccc2)o1
entry no. | 7 | 8 | 9 | 10 | 11 | 12
PvdQ acylase | -15 | -11 | -13 | -19 | -9 | -4
DAGLB inh | -2 | -1 | 3 | -2 | 1 | -11
NSD2 HMT inh | 1 | 2 | 14 | -2 | 0 | /
SR-BI DiI inh | 5 | -10 | / | 2 | 10 | 1
SR-BI DiI-HDL act | -5 | 10 | / | -2 | -10 | -1
RTF Ca sens inh | -6 | 7 | -6 | -8 | -2 | -3
Arrestin-AP2 inh | -4 | -10 | 34 | -1 | 15 | 3
LANA DNA inh | -0.5 | 0.3 | 1.8 | 2.2 | 5.5 | 0.0
Keap1 Nrf2 FP | -1 | 6 | -4 | -2 | 0 | 2
PKA-R2B activ | -9 | 6 | 9 | -10 | 4 | -1

[13] CCN(CC)CCN(CC(=O)N(C1CCCCC1)C1CCCCC1)C(=O)c1ccco1
[14] Cc1ccc(F)cc1NC(=O)c1cccc2nccnc12
[15] CCC12CN(C(=O)c3ccco3)CC(CC)(CN(C(=O)c3ccco3)C1)C2=O
[16] O=C(O)CCCCNS(=O)(=O)/C=C/c1ccccc1
[17] CCOC(=O)c1c(COC(=O)c2ccco2)nc2ccccc2[n+]1[O-]
[18] Clc1ccc2oc(-c3cccnc3)nc2c1
entry no. | 13 | 14 | 15 | 16 | 17 | 18
PvdQ acylase | -7 | -8 | 5 | -20 | -2 | 6
DAGLB inh | -1 | 2 | -3 | 4 | 0 | -5
NSD2 HMT inh | 2 | -2 | 0 | 0 | 1 | -8
SR-BI DiI inh | -14 | -12 | -6 | -23 | -5 | -6
SR-BI DiI-HDL act | 14 | 12 | 6 | 23 | 5 | 6
RTF Ca sens inh | -13 | -1 | 5 | -14 | 0 | 3
Arrestin-AP2 inh | 4 | -2 | -5 | 3 | -4 | -1
LANA DNA inh | -0.7 | 0.6 | 1.0 | 1.3 | 0.6 | -1.2
Keap1 Nrf2 FP | -2 | -4 | -8 | -2 | 3 | -7
PKA-R2B activ | -7 | -7 | 1 | -7 | -9 | -8

[19] O=C(Oc1ccc2ccc(O)cc2c1)C1CCCCC1
[20] Cc1ccc(NC(=O)CN(C)Cc2nc3c(Br)cc(Br)cc3c(=O)[nH]2)cc1
[21] CC1CN(CCc2ccccc2)c2nc3c(c(=O)n(C)c(=O)n3C)n2C1 (stereo not drawn)
[22] Cc1nn(C)c(C)c1NC(=O)CCl
[23] N#Cc1ccc(COC(=O)C2CC(=O)N(CCc3ccccc3)C2)cc1 (stereo not drawn)
[24] Cc1cc(=O)[nH]c(Nc2ccccc2C)n1
entry no. | 19 | 20 | 21 | 22 | 23 | 24
PvdQ acylase | 3 | 1 | -2 | 4 | -8 | -14
DAGLB inh | / | 0 | -2 | -1 | -3 | 0
NSD2 HMT inh | 9 | / | 2 | -3 | 0 | -3
SR-BI DiI inh | -2 | -17 | 18 | -14 | 3 | 3
SR-BI DiI-HDL act | 2 | 17 | -18 | 14 | -3 | -3
RTF Ca sens inh | / | 3 | 1 | 3 | -6 | -2
Arrestin-AP2 inh | 32 | 8 | 23 | 36 | -4 | 0
LANA DNA inh | -1.2 | -3.0 | 0.8 | 1.7 | -0.1 | 1.2
Keap1 Nrf2 FP | 0 | -2 | 2 | 1 | -3 | -2
PKA-R2B activ | / | -1 | 1 | 0 | -4 | 0

[25] O=C(Nc1nc(=O)c2ccccc2s1)c1ccc(F)cc1
[26] CCOc1ccc(NC(=O)N2CCC(NC(=O)C(Cc3cccc(F)c3)NC(C)=O)CC2)cc1 (stereo not drawn)
[27] O=C(NC1CCCC1)c1cccc(Cn2cc([N+](=O)[O-])cn2)c1
[28] COc1c2ccc(OCC/C(C)=C/C(=O)C=C(C)C)cc2nc2occc12
[29] Cc1cc(C=O)c(C)n1-c1ccc(NC2CCCC2)c([N+](=O)[O-])c1
[30] COc1cccc(CN2CCN(C(=O)c3cc(-c4cccnc4)nc4ccc(C)cc34)CC2)c1
entry no. | 25 | 26 | 27 | 28 | 29 | 30
PvdQ acylase | -5 | -3 | 2 | -17 | -10 | -14
DAGLB inh | -3 | 0 | 1 | -9 | 11 | -1
NSD2 HMT inh | -2 | -5 | 1 | / | 17 | 3
SR-BI DiI inh | -7 | / | -29 | 49 | 9 | 22
SR-BI DiI-HDL act | 7 | / | 29 | -49 | -9 | -22
RTF Ca sens inh | -2 | 8 | 2 | 1 | -13 | -14
Arrestin-AP2 inh | 5 | 25 | 17 | 0 | 4 | -5
LANA DNA inh | -0.5 | 1.6 | 0.4 | 2.7 | -7.1 | 0.8
Keap1 Nrf2 FP | -3 | -1 | 4 | -5 | -2 | 1
PKA-R2B activ | 12 | 4 | 7 | -15 | -12 | 0

[31] Fc1ccc(/C=N\Nc2cccc(F)c2)cc1
[32] Fc1ccc(CSc2nnc(Cc3sc(-c4ccccc4)nc3-c3ccccc3)o2)cc1
[33] CC(C)(C)NC(=O)CN(C(=O)c1snc(C(=O)NC2CCCCC2)c1N)c1ccc(F)cc1
[34] CCOC(=O)c1c(N)nn(C(=O)c2ccccc2F)c1-c1ccc(OC)cc1
[35] CCN(Cc1ccccc1)c1ccc(/C=N/NC(=S)NC(C)C)cc1
[36] Cc1ccc(N2CC(=O)N(NC(=O)CN3CCN(c4ccccc4)CC3)CC2=O)cc1
entry no. | 31 | 32 | 33 | 34 | 35 | 36
PvdQ acylase | -5 | -6 | 6 | -17 | 0 | -7
DAGLB inh | 0 | -14 | -2 | -5 | 2 | -2
NSD2 HMT inh | -4 | -2 | -3 | -3 | -1 | -1
SR-BI DiI inh | -4 | -13 | / | 28 | 34 | 5
SR-BI DiI-HDL act | 4 | 13 | / | -28 | -34 | -5
RTF Ca sens inh | -2 | -5 | -14 | -7 | 11 | -10
Arrestin-AP2 inh | 0 | 21 | -10 | 0 | -3 | 1
LANA DNA inh | 0.4 | 1.3 | -1.0 | 1.9 | 5.3 | -0.8
Keap1 Nrf2 FP | 4 | 1 | -2 | 4 | -1 | 4
PKA-R2B activ | 4 | 9 | -1 | -11 | 4 | -12

[37] CC(C)C1Cc2c(sc3[nH]c(=S)n(Cc4ccccc4)c(=O)c23)CO1 (stereo not drawn)
[38] Cc1ccc(S(=O)(=O)N2CCN(C(=O)CN3C(=O)NC4(CCCC4)C3=O)CC2)c(C)c1
[39] C=C(C)CNC(=O)c1ccc(OC2CCN(S(=O)(=O)N(C)C)CC2)cc1
[40] CN1C(=O)C(=C2CCCCCC2)SC1=S
entry no. | 37 | 38 | 39 | 40
PvdQ acylase | -3 | -11 | 5 | -6
DAGLB inh | 5 | 0 | 0 | -3
NSD2 HMT inh | 1 | 3 | 0 | 0
SR-BI DiI inh | -22 | 17 | -17 | 10
SR-BI DiI-HDL act | 22 | -17 | 17 | -10
RTF Ca sens inh | 3 | -10 | 2 | -1
Arrestin-AP2 inh | -7 | -5 | -13 | 6
LANA DNA inh | 0.4 | 2.3 | 2.5 | 1.0
Keap1 Nrf2 FP | -1 | -1 | 1 | -5
PKA-R2B activ | -12 | 7 | 6 | -2

Among those listed so far, 8 contain fluorine:
[4] O=C(COC(=O)c1ccc(Cl)c([N+](=O)[O-])c1)Nc1ccccc1OC(F)F
[14] Cc1ccc(F)cc1NC(=O)c1cccc2nccnc12
[25] O=C(Nc1nc(=O)c2ccccc2s1)c1ccc(F)cc1
[26] CCOc1ccc(NC(=O)N2CCC(NC(=O)C(Cc3cccc(F)c3)NC(C)=O)CC2)cc1 (stereo not drawn)
[31] Fc1ccc(/C=N\Nc2cccc(F)c2)cc1
[32] Fc1ccc(CSc2nnc(Cc3sc(-c4ccccc4)nc3-c3ccccc3)o2)cc1
[33] CC(C)(C)NC(=O)CN(C(=O)c1snc(C(=O)NC2CCCCC2)c1N)c1ccc(F)cc1
[34] CCOC(=O)c1c(N)nn(C(=O)c2ccccc2F)c1-c1ccc(OC)cc1
entry no. | 4 | 14 | 25 | 26 | 31 | 32 | 33 | 34
PvdQ acylase | -5 | -8 | -5 | -3 | -5 | -6 | 6 | -17
DAGLB inh | -4 | 2 | -3 | 0 | 0 | -14 | -2 | -5
NSD2 HMT inh | -3 | -2 | -2 | -5 | -4 | -2 | -3 | -3
SR-BI DiI inh | -8 | -12 | -7 | / | -4 | -13 | / | 28
SR-BI DiI-HDL act | 8 | 12 | 7 | / | 4 | 13 | / | -28
RTF Ca sens inh | 8 | -1 | -2 | 8 | -2 | -5 | -14 | -7
Arrestin-AP2 inh | 3 | -2 | 5 | 25 | 0 | 21 | -10 | 0
LANA DNA inh | 1.4 | 0.6 | -0.5 | 1.6 | 0.4 | 1.3 | -1.0 | 1.9
Keap1 Nrf2 FP | -3 | -4 | -3 | -1 | 4 | 1 | -2 | 4
PKA-R2B activ | -6 | -7 | 12 | 4 | 4 | 9 | -1 | -11
